From PubChem BioAssay
MITF primary: MITF inhibitors, primary screen, biochemical, AlphaScreen, human; Microphthalmia-associated transcription factor (Homo sapiens), O75030; AlphaScreen MITF homodimerization, bead proximity signal; inhibition, % at 2.6 µM; 650,000 tested, 0.91% active; in the data active means inhibition above about 50%;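 further: 0% = vehicle wells with protein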
TEAD-YAP block: TEAD-YAP interaction inhibition, primary screen, TEAD-YAP interaction inhibitor project, luminescence, HEK-TIYL cells; 640,000 tested, 1.4% active; AID 1259422, 2018; TEAD-Gal4/YAP UAS-luciferase luminescence; inhibition, % at 9.12 µM; in the data active means inhibition above about 32%;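 further: 0% = median of test compound wells and 100% = reference inhibitor wells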
FBW7 activator: FBW7 E3 ligase activators, primary screen, biochemical, AlphaScreen, human. F-box/WD repeat-containing protein 7 (Homo sapiens), Q969H0. 650,000 tested, 0.13% active. AID 1259310, 2017. normalized activity (activation), % at 26.1 µM. AlphaScreen FBW7–phospho-cyclin E peptide binding, activator screen; in the data active means normalized activity above about 1.9%;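 further: purified mutant Fbw7 with reduced substrate affinity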
Target sequence (Q969H0 whole entry, looked up): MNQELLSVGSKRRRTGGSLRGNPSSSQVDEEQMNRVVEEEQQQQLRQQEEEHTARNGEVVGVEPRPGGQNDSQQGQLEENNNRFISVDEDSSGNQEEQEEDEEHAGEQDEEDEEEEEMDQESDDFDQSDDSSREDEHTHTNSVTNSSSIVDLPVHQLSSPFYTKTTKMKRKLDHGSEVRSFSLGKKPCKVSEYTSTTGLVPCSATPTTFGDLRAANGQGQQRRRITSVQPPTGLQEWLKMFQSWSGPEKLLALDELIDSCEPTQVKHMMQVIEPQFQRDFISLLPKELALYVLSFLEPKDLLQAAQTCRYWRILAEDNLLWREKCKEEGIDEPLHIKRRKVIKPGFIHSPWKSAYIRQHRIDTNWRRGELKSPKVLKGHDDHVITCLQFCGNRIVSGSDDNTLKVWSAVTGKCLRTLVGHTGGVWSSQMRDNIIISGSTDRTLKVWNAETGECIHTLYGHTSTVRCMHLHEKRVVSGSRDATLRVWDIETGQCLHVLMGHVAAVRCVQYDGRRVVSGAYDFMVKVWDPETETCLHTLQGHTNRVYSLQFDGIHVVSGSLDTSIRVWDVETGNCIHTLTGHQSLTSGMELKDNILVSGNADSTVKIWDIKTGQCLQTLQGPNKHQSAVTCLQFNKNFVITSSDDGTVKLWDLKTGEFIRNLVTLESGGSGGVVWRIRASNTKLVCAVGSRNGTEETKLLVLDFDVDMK
GPR151 ag: activators of human GPR151, primary screen, cell-based, PathHunter beta-arrestin, luminescence | G-protein coupled receptor 151 (Homo sapiens), Q8TDV0 | PathHunter beta-arrestin GPR151 cells | activation, % at 11.2 µM | 650,000 tested, 1% active; in the data active means activation above about 4.9%;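 further: 0% = median of compound wells and 100% = cells with positive control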
Numbers without * were called inactive; & = joins results of further samples.

Structure	MITF primary	TEAD-YAP block	FBW7 activator	GPR151 ag
Cc1ccc(S(=O)(=O)c2nc(Nc3c(C)n(C)n(-c4ccccc4)c3=O)sc2Cl)cc1	-2	7	0.2	0.7
CCn1c(-c2ccc3c(c2)OCCO3)c[nH]c1=S	11	7	-0.1	-0.5
Cn1cccc(C(=O)NCC2(c3cccs3)CC2)c1=O	17	6	0.5	0.6
COc1ccc(-c2noc(CNC(=O)c3cccc(OC)c3)n2)cc1	6	5	0.2	2.3
COc1ccccc1NCc1ccc([N+](=O)[O-])s1	7	2	-0.3	0.5
CC(Oc1ccc2c(=O)c(Oc3ccccc3Cl)coc2c1)C(=O)OC1CCCCC1 (centres undefined)	-5	2	0.0	-0.2
Cc1ccc(S(=O)(=O)N(C)c2ccc(Br)cc2C(=O)c2ccccc2)cc1	13	0	0.0	-1.3
COc1ccccc1/C=N/NC(=O)C(C)Nc1ccc(Cl)cc1 (centres undefined)	-6	12	0.0	-0.6
OCCNc1nc(NC2CCN(Cc3ccccc3)CC2)nc2c1ncn2Cc1ccc(C(F)(F)F)cc1	5	-5	-0.2	0.4
Cc1ccc(C(=O)O)cc1-n1c(C)ccc1-c1ccccc1	5	-2	-0.3	1.6
Cc1ccc(-n2nc3cc(C)c(NC(=O)COc4ccc([N+](=O)[O-])cc4)cc3n2)cc1	5	-1	-0.1	2.3
OCCC1CN(Cc2ccc(Cl)cc2)CCN1C1CCCC1 (centres undefined)	-12	11	-0.1	0.0
O=C(COc1ccc(Cl)cc1)N/N=C/C1CCCCC1	-7	2	0.2	0.6
Cc1ccc2nc(-c3ccc(N)cc3O)oc2c1	5	16	-0.1	-0.9
COC(=O)c1ccc(C(=O)NCC(c2ccccc2Cl)N(C)C)cc1 (centres undefined)	20	-15	0.7	-1.5
CCCn1cnc2sc(C(=O)Nc3ccc([N+](=O)[O-])cc3)c(C)c2c1=O	2	-4	0.0	0.5
CCCCC(=O)Nc1cc([N+](=O)[O-])ccc1Cl	9	2	-0.1	-0.2
CC(C)c1nc2cccnc2n1C1CCN(S(=O)(=O)c2cccc3nsnc23)CC1	3	4	0.0	0.5
Cc1ccc(-n2c(SCC(=O)NCCC3=CCCCC3)nc3c(sc(=S)n3-c3ccccc3C)c2=O)cc1	-2	9	0.0	-1.4
CC(C)(C)C(=O)COC(=O)C1CC(=O)N(c2ccccc2)C1 (centres undefined)	17	6	0.5	-1.3
O=C(NCC1CCCO1)c1cc2nc(-c3cccs3)cc(C(F)(F)F)n2n1 (centres undefined)	15	-4	0.2	0.6
COCCNC(=O)C(=O)NCc1ccc2c(c1)OCO2	-1	3	-0.1	0.4
Cn1c(=O)oc2cc(NC(=O)c3cccc(-n4cc(NC(=O)Cc5ccccc5)cn4)c3)ccc21	7	-1	0.0	-0.6
CCOc1ccc(/C=C2/SC(=S)N(CC(=O)O)C2=O)c(OCC)c1	2	-3	-0.1	-1.3
COc1ccc(/C=C/C(=O)Nc2ccc3oc(-c4ccccc4F)nc3c2)cc1	-4	-7	-0.2	0.7

Only TEAD-YAP block (2 entries from above):
smiles	TEAD-YAP block
CC(C)c1nc2cccnc2n1C1CCN(S(=O)(=O)c2cccc3nsnc23)CC1	4
Cc1ccc(-n2c(SCC(=O)NCCC3=CCCCC3)nc3c(sc(=S)n3-c3ccccc3C)c2=O)cc1	9

3 compounds picked at random from the list so far, as already listed:
Structure	MITF primary	TEAD-YAP block	FBW7 activator	GPR151 ag
CC(C)c1nc2cccnc2n1C1CCN(S(=O)(=O)c2cccc3nsnc23)CC1	3	4	0.0	0.5
CC(C)(C)C(=O)COC(=O)C1CC(=O)N(c2ccccc2)C1 (centres undefined)	17	6	0.5	-1.3
Cc1ccc(-n2c(SCC(=O)NCCC3=CCCCC3)nc3c(sc(=S)n3-c3ccccc3C)c2=O)cc1	-2	9	0.0	-1.4

Additional entries follow.
Structure	MITF primary	TEAD-YAP block	FBW7 activator	GPR151 ag
c1ccc(Cn2nnc3c(NCC4CC4)ncnc32)cc1	17	-4	0.1	0.3
Cc1ccc(Nc2nc(NCCCO)nc3c2cnn3C)cc1C	14	2	-0.2	-1.3
CCC(=C(c1ccc(OC)cc1)c1ccc(OC)cc1)c1cn(CCN(C)C)c2ccccc12	12	-20	-0.7	-0.5
CCOc1ccc(S(=O)(=O)Nc2cc3c4c(oc3c3ccccc23)CCC(C(C)(C)C)C4)cc1 (centres undefined)	7	8	-0.1	-1.2
CC(C)(C)C(=O)/C(C#N)=C/c1cccc(F)c1	-3	-9	0.3	1.0
O=C1C2C3CCCC3=C3CCCC3C2C(=O)N1c1cccc(Cl)c1 (centres undefined)	-6	-10	0.0	-0.8
Cc1cc(CN2CCC(n3nccc3NC(=O)CCCc3ccccc3)CC2)n[nH]1	-1	10	0.0	0.1
CCOc1ccc(/C=N/NC(=O)/C(=C/c2ccccc2O)NC(=O)c2ccccc2)cc1	31	88*	0.0	-7.7
CN(CCC#N)S(=O)(=O)c1ccc2[nH]cc(C(=O)NCCc3ccccc3)c(=O)c2c1	18	-9	0.4	-0.8
Cc1ccc(CC(=O)O/N=C(\N)c2ccc([N+](=O)[O-])cc2)cc1	5	11	0.3	0.0
CCSc1nnc(NC(=O)CSc2nnc3n(N)cnn23)s1	-42	-7	-0.1	-0.5
CCCS(=O)(=O)c1ccc(COC(=O)CN2C(=O)c3cccc([N+](=O)[O-])c3C2=O)cc1	13	5	0.5	-2.1
Cc1sc2ncnc(Sc3nnc4ccccn34)c2c1C	10	-6	0.2	2.7
CC(=O)c1ccc(OCc2cc(C(=O)NCCc3ccc(Cl)cc3)no2)cc1	-6	-22	-0.1	-0.8
CC(C)(C)c1ccc(C(=O)NC(Cc2ccccc2)C(=O)O)cc1 (centres undefined)	2	-2	-0.1	0.1
CC(=O)OCC1=C(C(=O)O)N2C(=O)C(NC(=O)c3cccc(C#N)c3)C2SC1 (centres undefined)	23	12	0.4	-0.5
CCOC(=O)c1c(NC(=O)/C=C/c2ccc(OC)cc2)sc(C(N)=O)c1C	-1	-6	0.0	0.3
COc1ccc(OCCCC(=O)Nc2cccc(F)c2)cc1	9	-12	-0.1	2.3
N#Cc1ccc(-c2csc(NC(=O)C34CC5CC(CC(C5)C3)C4)n2)cc1	25	-3	1.1	-0.5
COc1ccc(/C(O)=C2/C(=O)C(=O)N(CCCO)C2c2cccc([N+](=O)[O-])c2)cc1 (centres undefined)	-21	14	0.0	0.0
CNc1nc2c(C)cccn2c(=O)c1/C=C1\SC(=S)N(C)C1=O	1	-11	-0.1	0.7
O=C(NCc1ccco1)/C(=C/c1cccc2ccccc12)NC(=O)c1ccccc1	18	4	0.2	-0.1
CN(CCc1ccccn1)C(=O)CCC1CCCN(C(=O)CCc2cccnc2)C1 (centres undefined)	8	7	-0.2	-0.5
O=C(CN1C(=O)C2CCCN2S(=O)(=O)c2ccccc21)N1CCOCC1 (centres undefined)	9	2	0.1	1.1
COc1cccc(/C=N/NC(=O)c2nnn(-c3nonc3N)c2C)c1O	5	75*	-0.1	1.2
CC/C(=N\NC(=O)Cc1ccc([N+](=O)[O-])cc1[N+](=O)[O-])c1ccccc1	16	1	0.2	-0.6
O=C(CCl)Nc1ccc2[nH]c(=O)oc2c1	15	14	0.4	-0.8
COc1cc(NS(=O)(=O)c2ccc(NC(=O)/C=C/C(=O)O)cc2)nc(OC)n1	7	7	0.2	1.0
CCOC(=O)C1(C(=O)OCC)C(c2ccccc2)CC(O)N1C(C)=O (centres undefined)	-3	0	0.0	-1.0
Cc1ccc(NS(=O)(=O)c2cc(C(=O)NCC3CCCO3)ccc2C)cc1 (centres undefined)	-2	1	-0.2	0.0
CS(=O)c1cnc(-c2ccncc2)nc1-c1ccc(C(F)(F)F)cc1 (centres undefined)	9	-7	0.0	2.1
COc1ccc(N2CCN(C(=O)c3sc4nc5ccc(OC)cc5cc4c3N)CC2)cc1	70*	-3	0.0	-0.5
CC(=O)c1cccc(-c2nccc(N)n2)c1	-4	-13	-0.1	1.0
COC(=O)CSc1nc2sc3c(c2c(=O)n1C1CCCCC1)CCCC3	3	-1	-0.4	0.2
COc1ccc(S(=O)(=O)Nc2ccc(OCC(=O)O)cc2)cc1C	1	1	0.0	3.3
COc1ccccc1CNC(=O)C/C(C)=N/NC(=O)c1cccc(C)c1O	1	-16	-0.1	0.7
Cn1c(N)c(C(=O)CC#N)c(=O)n(C)c1=O	5	10	0.0	0.4
N=c1c(-c2nc3ccccc3s2)cc2c(=O)n3ccccc3nc2n1Cc1ccco1	5	-8	0.5	0.1
Cc1cc(OCC(=O)Nc2cccc(Cl)c2C)ccc1Cl	4	-1	0.5	-0.3
COc1ccccc1N=Nc1c(C)n[nH]c1C	19	-4	0.5	-1.0
CSc1ccccc1C(=O)Nc1nc2c(F)cccc2s1	-11	-42	0.0	-0.5
Nc1ncc(Cc2ccccc2Cl)s1	15	7	0.2	-1.4
COc1ccc(-c2nc3ccc(C)cc3nc2-c2ccc(OC)cc2)cc1	8	14	0.5	-0.5
c1nc(NC2CC2)c2[nH]c(-c3ccc4[nH]ccc4c3)nc2n1	-1	-12	0.0	-1.4
CCOC(=O)C(CC)Sc1ncnc2sc3c(c12)CCC(C)C3 (centres undefined)	-2	-7	-0.1	-1.2
CC(=O)CC(c1ccccc1)C(CC(C)=O)c1ccccc1 (centres undefined)	-3	8	-0.3	0.5
CCOc1ccc(/C=N/NC(=O)CC(=O)NCc2ccccc2)cc1	3	7	1.2	-1.1
NC(=O)c1cnc(N2CCC(N3CCOCC3)CC2)s1	3	-1	0.4	-1.4
COc1ccc(C(=O)Nc2cccc(C(=O)Nc3ccc(NC(C)=O)cc3)c2)cc1	7	-14	0.7	0.5
O=C(Nc1ccc2c(c1)Cc1cc(NC(=O)c3ccco3)ccc1-2)c1ccco1	-7	-29	-0.2	-1.4

Going on with the list.
Structure	MITF primary	TEAD-YAP block	FBW7 activator	GPR151 ag
OCc1ccc(CN2CCOc3ccc(CN4CCCC4)cc3C2)o1	-6	-11	0.1	-0.5
COc1nc(N)nc(-c2csc3ccccc23)n1	12	-11	-0.1	-0.5
O=C1N[C@H](CO)C(=O)N2C[C@@H](NCc3ccccc3)C[C@@H]12	-3	0	0.4	-0.8
C=CCN1C(=O)/C(=C/c2c(NCc3ccccc3)nc3ccccn3c2=O)SC1=S	-1	-7	-0.1	1.2
COc1cccc(CC2(C3CCN(Cc4cc5ccccc5o4)CC3)NC(=O)N(C)C2=O)c1 (centres undefined)	6	-4	-0.1	-0.3
NC(=O)c1oc2ccccc2c1NC(=O)c1ccc(Cl)s1	-1	6	0.1	0.1
CC(=C1C(=O)c2ccccc2C1=O)N1CCN(Cc2ccc3c(c2)OCO3)CC1	8	-4	-0.1	0.8
Cc1cc(COc2ccccc2OCCN2CCN(C)CC2)no1	2	7	1.6	-1.1
COc1cc(C2Nc3ccccc3NC3=C2C(=O)CC(c2ccccc2)C3)cc(Cl)c1O (centres undefined)	-3	1	0.0	0.8
Cc1ccc(C2CC3CC2C(C)C3(C)C)c(O)c1 (centres undefined)	-3	-3	-0.1	2.3
CCCCNC(=O)CSc1nc2n[nH]c(C)c2c(=N)n1-c1ccc(CC)cc1	14	11	0.1	-0.9
CC(C)(C)c1ccc(CSC2=Nc3ccccc3C3=NC(Cc4ccccc4)C(=O)N23)cc1 (centres undefined)	-3	2	0.1	0.4
O=C(O)CC1C(=O)NCCN1Cc1cccnc1 (centres undefined)	-3	5	-0.1	-1.3
C/C(CC(=O)NCc1ccc(Cl)cc1)=N\NC(=O)c1cccc(C)c1O	-2	-15	-0.1	0.2
CN(C)c1ccc(NC(=O)c2ccc([N+](=O)[O-])o2)cc1	9	-44	-0.2	-1.1
O=C(Nc1nnc(-c2ccc(F)cc2)o1)c1cccc(C(F)(F)F)c1	-8	69*	-0.1	1.1
O=c1ccnc(N/N=C/c2cc([N+](=O)[O-])ccc2O)[nH]1	-12	5	-0.2	-0.2
COC(=O)[C@@H]1CCCN1C(=O)Cc1ccc(N2CCC(NC3CCOCC3)CC2)cc1	15	-6	0.0	-1.5
Cc1ccc2nc(/C(C#N)=C/c3cc(Cl)ccc3OCc3c(F)cccc3Cl)[nH]c2c1	-3	-18	0.1	-1.1
CC(=O)Nc1cccc(NC(=O)CSc2nc3c(C)cccc3cc2C)c1	12	5	0.1	0.4
COc1ccccc1N(CCOC(=O)c1ccccc1Cl)C1=NS(=O)(=O)c2ccccc21	-1	-6	0.1	-1.0
CC1=C(C(=O)OCCOC(C)C)C(c2cccc(O)c2)C2=C(CC(C)(C)CC2=O)N1 (centres undefined)	3&1	12&8	0.2&-0.1	2.1&-0.5
Cc1ccc(/C=C/C(=O)c2ccc[nH]2)o1	20	-65	0.3	1.0

Sorted by count of non-hydrogen atoms (smallest number first): 3 of the compounds above
Structure	MITF primary	TEAD-YAP block	FBW7 activator	GPR151 ag
Cc1cc(COc2ccccc2OCCN2CCN(C)CC2)no1	2	7	1.6	-1.1
C/C(CC(=O)NCc1ccc(Cl)cc1)=N\NC(=O)c1cccc(C)c1O	-2	-15	-0.1	0.2
COC(=O)[C@@H]1CCCN1C(=O)Cc1ccc(N2CCC(NC3CCOCC3)CC2)cc1	15	-6	0.0	-1.5
